LDHA block – inhibitors of human lactate dehydrogenase A; 0.15% of 480,000 active; activity change, % (values are at about 110 or 230 µM); AID 1347041; P00338; purified LDHA, NADH/diaphorase-resazurin fluorescence; hits give low values; in the data active = activity change below about -30%; inconclusive = mostly about -25% to -30%;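 also: plate controls were DMSO wells for no effect and wells without enzyme for full effect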
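Human LDH5 at 2 nM final in Tris HCl pH 7.4 with 0.06 mM NADH and 0.2 mM pyruvate, reacted 5 minutes at room temperature. Remaining NADH coupled via diaphorase/resazurin; resorufin fluorescence read at 0 and 20 minutes, normalized to enzyme-free and DMSO wells.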
TrxR1 inh – inhibitors of rat thioredoxin reductase 1; O89049; recombinant rTrxR1, NADPH fluorescence consumption, selenite substrate; Potency, µM (top dose mostly 114 µM), without a hit: at the highest dose activity change, negative = inhibition, most hits filed as inhibitors; 1% of 390,000 active; also: potency is read from the fitted curve at half-maximal effect; % is scaled to controls: 0 for no effect and ±100 for the full control effect; nearly all actives have a fitted effect of over 65% in size
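Rat TrxR1 (90 nM in the dispensed reagent) was pre-reduced with 400 uM NADPH for 5 min at room temperature, then incubated with compound for 15 min. After 400 uM selenite was added, NADPH fluorescence (Ex 340/Em 450 nm) was followed for 8 min.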
GRP78 ERSR act – induces the endoplasmic reticulum stress response in human glioma cells; U87-MG GRP78 promoter luciferase reporter, 16 h; Potency, µM, for inactives: top-dose activation, most hits filed as activators; 0.02% of 420,000 active; AID 602332; also: potency is read from the fitted curve at half-maximal effect; series mostly up to about 76 µM; % of control where 0% means no effect; nearly all actives have a fitted effect of over 35% in size
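ERSR induction read as luciferase luminescence (Bright-Glo, 10 min at room temperature) in stably transfected human U87-MG glioma cells exposed to compounds for 16 h, using GRP78 as sensor.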
Vif-APOBEC3G blk – Vif-A3G binding inhibition; HeLa A3G-eYFP + Vif (tagged APOBEC3G with the HIV-1 protein that degrades it), YFP fluorescence, overnight; Potency, µM (top dose mostly 46.1 µM), for inactives: top-dose activity, negative = active, actives largely listed as inhibitors; 0.076% of 410,000 active; AID 602310;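 also: potency is read from the fitted curve at half-maximal effect; % is scaled to controls: 0 for no effect and ±100 for the full control effect; nearly all actives have a fitted effect of over 60% in size; hits raise eYFP signal because A3G escapes Vif-driven loss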
Target sequence (Q9HC16 whole entry, looked up): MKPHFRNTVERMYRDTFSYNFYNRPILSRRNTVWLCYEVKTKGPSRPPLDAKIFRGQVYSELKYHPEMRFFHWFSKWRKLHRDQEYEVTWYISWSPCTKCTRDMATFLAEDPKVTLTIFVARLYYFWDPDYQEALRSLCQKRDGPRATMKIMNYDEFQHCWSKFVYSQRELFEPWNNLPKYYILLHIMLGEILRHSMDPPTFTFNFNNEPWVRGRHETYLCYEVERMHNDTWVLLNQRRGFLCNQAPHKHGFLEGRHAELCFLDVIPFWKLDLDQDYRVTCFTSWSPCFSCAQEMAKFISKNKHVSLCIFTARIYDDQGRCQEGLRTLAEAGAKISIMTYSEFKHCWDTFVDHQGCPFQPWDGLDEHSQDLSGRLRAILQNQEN
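HeLa cells stably expressing Vif and C-terminally eYFP-tagged A3G, seeded overnight at 37 deg C, then exposed to compound by pintool overnight at 37 deg C. Rise in yellow fluorescence (Ex 488/Em 500-530, Acumen) marks blocked Vif-driven A3G degradation.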
USP1-UAF1 inh – inhibitors of human USP1/UAF1 deubiquitinase | O94782 | recombinant USP1/UAF1, Ub-Rhodamine cleavage fluorescence | Potency, µM (highest dose often 57.1 µM), inactives show at the top dose activity change, negative = inhibition, actives largely listed as inhibitors | 0.23% of 390,000 active | AID 743255; also: potency is read from the fitted curve at half-maximal effect; % is scaled to controls: 0 for no effect and ±100 for the full control effect; nearly all actives have a fitted effect of over 60% in size; inactives centre near -12
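USP1/UAF1 complex at 1 nM was preincubated with compound for 15 min at room temperature, then Ub-Rho substrate (150nM final) was added. Fluorescence (480/540 nm) was read kinetically, 6 reads every 60 seconds.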
mIDH1 inhibitor – human IDH1 R132H inhibition | AID 602179 | O75874 | Potency, µM (doses to about 76.6 µM), for inactives: at the highest dose activity change, negative = inhibition, usual class: inhibitors | 0.093% of 390,000 active | IDH1-R132H enzyme, NADPH consumption, diaphorase/resazurin fluorescence; also: potency is read from the fitted curve at half-maximal effect; % is scaled to controls: 0 for no effect and ±100 for the full control effect; nearly all actives have a fitted effect of over 65% in size
Target sequence (O75874 whole entry R132H, stated change not applied): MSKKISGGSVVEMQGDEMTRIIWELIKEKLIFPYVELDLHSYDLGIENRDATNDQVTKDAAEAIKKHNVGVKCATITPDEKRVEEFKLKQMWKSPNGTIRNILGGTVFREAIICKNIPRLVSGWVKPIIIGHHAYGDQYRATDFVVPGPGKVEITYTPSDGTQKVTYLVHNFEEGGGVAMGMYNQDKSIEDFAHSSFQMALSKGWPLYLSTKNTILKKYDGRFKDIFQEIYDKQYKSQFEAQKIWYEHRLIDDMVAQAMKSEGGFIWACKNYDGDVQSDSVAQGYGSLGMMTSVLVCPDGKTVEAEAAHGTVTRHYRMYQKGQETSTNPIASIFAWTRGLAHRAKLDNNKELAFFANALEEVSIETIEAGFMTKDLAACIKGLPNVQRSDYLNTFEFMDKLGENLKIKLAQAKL
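IDH1-R132H (0.5 ug/mL) preincubated 30 min with compound, then NADPH (0.016 mM) and alpha-KG (2 mM) added; 80 min at RT, pH 7.5. Remaining NADPH coupled via diaphorase/resazurin to fluorescence (540/590 nm); concentration-response curves normalized to no-enzyme control.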
RGS4 inhibitor – inhibitors of human regulator of G protein signaling 4; 0.039% of 390,000 active; P49798; Potency, µM (top dose mostly 114 µM), inactives show at the highest dose activity change, negative = inhibition, most hits filed as inhibitors; Transcreener GDP fluorescence polarization, RGS4-accelerated GTP hydrolysis; also: potency is read from the fitted curve at half-maximal effect; % is scaled to controls: 0 for no effect and ±100 for the full control effect; nearly all actives have a fitted effect of over 75% in size; some results filed as inactive show a strong effect at the top dose
Target sequence (P49798 whole entry, looked up): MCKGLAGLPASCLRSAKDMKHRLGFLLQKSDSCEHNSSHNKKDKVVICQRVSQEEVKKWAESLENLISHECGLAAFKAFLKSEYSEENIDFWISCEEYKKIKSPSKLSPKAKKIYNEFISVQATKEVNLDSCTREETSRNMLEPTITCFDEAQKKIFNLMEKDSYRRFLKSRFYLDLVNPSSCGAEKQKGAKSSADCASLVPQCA
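MLSMR compounds (23 nl, pin-transferred) preincubated 10 min at room temperature with a 500nM (2x) first reagent, then RGS4 at 900nM (2x) plus Transcreener GDP mix added; fluorescence polarization (620/688 nm) read before and after 90 min at 30 °C.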
TrxR1 substrate – substrates of rat thioredoxin reductase 1 | 0.01% of 390,000 active | Potency, µM (titrated, usually from 114 µM), for the others: top-dose activity change, negative = substrate turnover | purified TrxR1 substrate turnover, NADPH consumption readout; also: potency is read from the fitted curve at half-maximal effect; % is scaled to controls: 0 for no effect and ±100 for the full control effect; nearly all actives have a fitted effect of over 50% in size
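Rat TrxR1, dispensed at 90 nM, was prereduced with 400 uM NADPH (final) for 5 min at ~22 deg C, then incubated with compound 15 min before 400 uM selenite. A first-read NADPH fluorescence drop versus no-compound background flagged substrates.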
Vif-A3F inh – inhibitors of Vif-A3F interaction; HeLa A3F-eYFP + Vif (tagged APOBEC3F with the HIV-1 protein that degrades it), YFP fluorescence increase; Potency, µM (top dose mostly 46.1 µM), for the others: at the top dose activity, negative = active; 0.2% of 390,000 active; also: potency is read from the fitted curve at half-maximal effect; % of control where 0% means no effect; nearly all actives have a fitted effect of over 65% in size
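Fluorescence increase (Ex 488/Em 500-530) after overnight compound treatment at 37 deg C flags inhibition of Vif-driven A3F-eYFP loss in stable HeLa A3F-eYFP/Vif cells seeded overnight beforehand.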
The depositor's hits bear a star; ? = inconclusive; / = no result given; & = joins results of further samples; [ ] = dose if it differs, or a comment. Unless noted, calls follow the shape of the dose curve; as a rule, active = well fitted curve in the direction sought with a large enough effect; inconclusive = small, poorly fitted or top-dose-only effect, or another doubt; inactive = no such curve, though single readings can be large; an effect the other way counts as inactive or inconclusive. The list is partial, so the mix of outcomes need not match the whole.

SMILES	LDHA block	TrxR1 inh	GRP78 ERSR act	Vif-APOBEC3G blk	USP1-UAF1 inh	mIDH1 inhibitor	RGS4 inhibitor	TrxR1 substrate	Vif-A3F inh
COC(=O)/C(=N/Nc1ccccc1)N1CCCc2ccccc21	1	-5%	-3%	-1%	-3%	12%	3%	-15%	-7%
O=C1CNC(=O)/C1=C/c1ccc(O)cc1	4	20µM*	0%	-1%	-6%	-1%	-46%	?	-2%
COc1ccc(Cl)cc1C(=O)Nc1ccc2nc(Nc3cccc(Cl)c3)cc(C)c2c1	-1	14%	0%	-3%	-30%	-4%	-2%	3%	-11%
C=CCNC(=O)c1ccccc1NC(=O)COc1ccccc1	-4	-3%	-3%	1%	-15%	-7%	0%	-2%	1%
NS(=O)(=O)c1ccc(NC(=O)CSc2nnc(C3CC3)n2C2CC2)cc1	-1	16%	-8%	0%	-24%	9%	-7%	9%	-16%
CC(C)(Oc1ccc(Cl)cc1)C(=O)Nc1ncccn1	2	-10%	-4%	1%	-6%	18%	-26%	-7%	/
N=C(N)N=Nc1c(O)[nH]c2ccc(Br)cc12	11	13%	-7%	8%	-6%	-2%	5%	4%	0%
CCCC(=O)NCCc1c2n(c3ccc(OC)cc13)CCCc1ccccc1-2	/	34%[activator][57.1 µM]	-4%	/	/	/	-14%[56.9 µM]	179%[activator][57.1 µM]	/
COc1ccc(-c2cc(C(=O)Nc3ccc4c(c3)OCO4)no2)cc1	-5&-3	38%[activator][57.1 µM]	-2%&0%	1%&-2%	-10%&-2%	5%&-3%	-30%&1%	3%[57.1 µM]	7%&-7%
CCCOc1ccc(C(=O)N/N=C/c2ccc(-c3ccc(S(=O)(=O)Nc4ncccn4)cc3)o2)cc1	3	1%	1%	-13%	-22%	6%	-15%	53%[activator]	-20%
COc1ccc(N2C(=O)CSC23CCCCC3)cc1	1	10%	-3%	-1%	-16%	3%	8%	7%[57.1 µM]	1%
CC1CCC(C(=O)NC(C(=O)NCCc2ccc(S(N)(=O)=O)cc2)C(C)C)CC1 (stereo not drawn)	-3	25%	0%	0%	-8%	-13%	9%	1%	0%
O=C(O)CCCCCNc1nc(=S)[nH]c2ccccc12	-4	1%	-1%	1%	-13%	-2%	-6%	4%	12%
Cc1cccc(-c2nnn3c2nc(NCCC(C)C)c2ccccc23)c1	-2	32%	0%	1%	?	-6%	23%	17%	5%
COc1cc(/C=N/n2cnnc2)ccc1OCC(=O)N1CCOCC1	3	11%[57.1 µM]	-1%	0%	-14%	7%	2%	5%[57.1 µM]	13%
CC(=O)NC(Cc1ccccc1)C(=O)OCC(=O)c1ccc(F)cc1 (stereo not drawn)	-3	-9%	-4%	-1%	-9%	2%	9%	-1%	-11%
CS(=O)(=O)c1cccc(C(=O)Nc2ccc(S(=O)(=O)N3CCCCC3)cc2)c1	-2	11%	-4%	1%	-3%	6%	-25%	4%	12%
Cc1ccc(C(=O)c2oc3ccccc3c2NC(=O)COc2ccccc2C)cc1	3	-18%	-1%	1%	-23%	4%	2%	-7%	1%
CCc1ccc(CNC(=O)C2CCCN(c3nnc(C)c4c(C)n(-c5ccccc5)nc34)C2)cc1 (stereo not drawn)	-2&3	6%&10%	-5%&-11%	-4%&-19%	?	-22%&9%	?	42%&18%[activator]	12%&1%
CN(C)/C=C(/C(=O)c1ccc(Cl)c(Cl)c1)S(C)(=O)=O	-10	-13%	-1%	-8%	-18%	2%	17%	1%	8%
Cc1cc2ncn(C(=O)N3CCC(C)CC3)c2cc1C	-4	-3%	8%	1%	-5%	-1%	16%	-4%	-1%
N#Cc1ccc(NC(=O)Cn2c3[n+](c4ccc(C(F)(F)F)cc42)CCCCC3)cc1	-10	10%[57.1 µM]	-2%	0%	-14%	-6%	?	3%[57.1 µM]	-10%
CCCCn1c(N)c(N(CCOC)C(=O)c2ccc(OCc3c(C)noc3C)cc2)c(=O)[nH]c1=O	1	14%	-2%	-1%	-23%	4%	-1%	5%	-1%
Cc1onc(-c2ccccc2)c1CNS(=O)(=O)c1ccccc1[N+](=O)[O-]	0	16%	-1%	0%	-2%	3%	-24%	10%[57.1 µM]	-1%
CCS(=O)(=O)C(=C1Nc2ccccc2N1)S(=O)(=O)CC	-5	18%[57.1 µM]	-2%	-1%	-11%	-3%	-25%	9%[57.1 µM]	-1%

Further records follow:
SMILES	LDHA block	TrxR1 inh	GRP78 ERSR act	Vif-APOBEC3G blk	USP1-UAF1 inh	mIDH1 inhibitor	RGS4 inhibitor	TrxR1 substrate	Vif-A3F inh
COc1cc(/C=N/NC(=O)CCN2CCN(Cc3ccccc3)CC2)cc(OC)c1OC	-1	-7%	-4%	-3%	-7%	-5%	-11%	-4%	-8%
COc1ccc(C(=O)NC(C)c2nnc(SCc3ccc(Cl)c(Cl)c3)n2C)cc1 (stereo not drawn)	?	-9%[57.1 µM]	-5%	-1%	-12%	-1%	0%	4%[57.1 µM]	-7%
Cc1cc(NCCC(C)C)n2nc(C)c(-c3ccccc3)c2n1	4	23%	5%	-2%	-12%	2%	-21%	55%[activator]	3%
O=C1CC(c2ccccc2)c2cc(O)ccc2O1 (stereo not drawn)	10	5%	6%	-6%	-7%	-3%	-17%	-2%	-4%
CC(CCc1ccccc1)NC(=O)CSc1nccc(=O)[nH]1 (stereo not drawn)	-7	0%	-1%	1%	6%	1%	-20%	-12%	-22%
O=C(OCCCc1cc2ccccc2c(=O)o1)N1CCOCC1	0	10%	-1%	-2%	-17%	-4%	-11%	9%	3%
Cn1c2[n+](c3ccc(Cl)cc3c1=O)Cc1ccccc1-2	-1	15%[57.1 µM]	0%	1%	-25%	3%	-21%	11%[57.1 µM]	1%
CCOC(=O)C1CCN(C(=S)Nc2ccc(CC)cc2)CC1	-5	8%[57.1 µM]	1%	2%	-19%	0%	6%	6%[57.1 µM]	1%
O=C(NCc1ccccn1)C1(C(F)(F)F)C/C(=C\CCO)CCCO1 (stereo not drawn)	-8	32%[57.1 µM]	-4%&-6%	2%&-2%	2%	-5%	9%&-6%	13%[57.1 µM]	3%
Cn1c(CSCc2ccc(Cl)c(Cl)c2)n[nH]c1=S	-9	-13%[57.1 µM]	-4%	-1%	-11%	8%	-18%	5%[57.1 µM]	-8%
COCCn1ccc2c(OCC(=O)Nc3c(C)cc(C)cc3C)cccc2c1=O	-10	5%[57.1 µM]	-2%	2%	-2%	4%	-3%	-6%[57.1 µM]	5%
Nc1ccc(NC(=O)c2cc(Cl)ccc2O)c(Cl)c1	10	-2%	4%	1%	/	/	-8%	3%	/
CC(C)(C)C(=O)N1CCN(c2nc3ccc(Br)cc3s2)CC1	-5	28%	-1%	0%	-14%	-4%	13%	0%	-5%
CCOc1ccccc1OCC(=O)Nc1ccc(S(=O)(=O)Nc2nc(C)cc(C)n2)cc1	3	30%	0%	-7%	2%	1%	6%	6%	6%
COc1cc(OC)cc(C(=O)N2CCN(c3ncccn3)CC2)c1	-3	17%	-2%	-1%	-23%	-3%	4%	8%	-2%

Sorted by molecular weight (descending): 10 of the compounds above.
SMILES	LDHA block	TrxR1 inh	GRP78 ERSR act	Vif-APOBEC3G blk	USP1-UAF1 inh	mIDH1 inhibitor	RGS4 inhibitor	TrxR1 substrate	Vif-A3F inh
COc1ccc(C(=O)NC(C)c2nnc(SCc3ccc(Cl)c(Cl)c3)n2C)cc1 (stereo not drawn)	?	-9%[57.1 µM]	-5%	-1%	-12%	-1%	0%	4%[57.1 µM]	-7%
COc1cc(/C=N/NC(=O)CCN2CCN(Cc3ccccc3)CC2)cc(OC)c1OC	-1	-7%	-4%	-3%	-7%	-5%	-11%	-4%	-8%
COCCn1ccc2c(OCC(=O)Nc3c(C)cc(C)cc3C)cccc2c1=O	-10	5%[57.1 µM]	-2%	2%	-2%	4%	-3%	-6%[57.1 µM]	5%
CC(C)(C)C(=O)N1CCN(c2nc3ccc(Br)cc3s2)CC1	-5	28%	-1%	0%	-14%	-4%	13%	0%	-5%
O=C(NCc1ccccn1)C1(C(F)(F)F)C/C(=C\CCO)CCCO1 (stereo not drawn)	-8	32%[57.1 µM]	-4%&-6%	2%&-2%	2%	-5%	9%&-6%	13%[57.1 µM]	3%
CCOC(=O)C1CCN(C(=S)Nc2ccc(CC)cc2)CC1	-5	8%[57.1 µM]	1%	2%	-19%	0%	6%	6%[57.1 µM]	1%
O=C(OCCCc1cc2ccccc2c(=O)o1)N1CCOCC1	0	10%	-1%	-2%	-17%	-4%	-11%	9%	3%
Cc1cc(NCCC(C)C)n2nc(C)c(-c3ccccc3)c2n1	4	23%	5%	-2%	-12%	2%	-21%	55%[activator]	3%
Nc1ccc(NC(=O)c2cc(Cl)ccc2O)c(Cl)c1	10	-2%	4%	1%	/	/	-8%	3%	/
O=C1CC(c2ccccc2)c2cc(O)ccc2O1 (stereo not drawn)	10	5%	6%	-6%	-7%	-3%	-17%	-2%	-4%

Screening data as filed in PubChem.
